DDE Tn7 FP inh = inhibitors of Tn7 peptide binding to human fibrin DD(E); inhibition, % at 8.3 µM; hit rate 0.13% among 370,000; P02675; FP displacement of FITC-Tn7 peptide from fibrin DD(E); 0% = median of compound wells per plate;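 active = inhibition above the mean of compounds falling within the control limits plus 3 SD of them, cut at about 14% in these data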;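 note: 0% = plate median of compound wells and 100% = 10 µM Aha-Tn7 peptide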
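Assay system: human fibrin DD(E). Input: DD(E) 2 µM final. Medium: Tris buffer with calcium and detergent, pH 7.8. Compound dosing: single point at 8.3 µM. Timing: 10 min plus 3 h, room temperature. Technique: fluorescence polarization of the labelled Tn7 tracer. Read-out: percent inhibition. Replicates: singlicate testing.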
TDP2 absorb = TDP2 (human) inhibition, absorbance primary screen. O95551. hit rate 0.34% among 370,000. inhibition, % at 12.8 µM. AID 720702. recombinant TDP2, T5PNP hydrolysis, p-nitrophenol absorbance 415 nm;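 active = inhibition above the mean of all tested compounds plus 3 SD, set per campaign, cut at about 25% in these data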;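 note: 0% = DMSO with enzyme and 100% = buffer with substrate but no TDP2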
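test system = human TDP2 enzyme | input = TDP2 enzyme at 120 nM final | medium = 50 mM Tris-HCl pH 7.5 with Mg2+, KCl, DTT, BSA | also added = T5PNP substrate, 5 mM | times = 2 h at 37 °C | technique = epi absorbance | benchmarks = high control without enzyme, low control DMSO plus TDP2 | replication = each compound tested once, singlicate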
SIAE primary = human SIAE inhibition, primary screen; Q9HAT2; SIAE FP-Rh probe binding, fluorescence polarization; inhibition, % at 9.66 µM; hit rate 0.69% among 370,000;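 active = inhibition above a cutoff: mean of compounds within the control limits plus 3 SD of those, cut at about 17% in these data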;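 note: 0% = plate median of compound wells and 100% = probe without SIAE protein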
Target sequence (Q9HAT2 whole entry, looked up): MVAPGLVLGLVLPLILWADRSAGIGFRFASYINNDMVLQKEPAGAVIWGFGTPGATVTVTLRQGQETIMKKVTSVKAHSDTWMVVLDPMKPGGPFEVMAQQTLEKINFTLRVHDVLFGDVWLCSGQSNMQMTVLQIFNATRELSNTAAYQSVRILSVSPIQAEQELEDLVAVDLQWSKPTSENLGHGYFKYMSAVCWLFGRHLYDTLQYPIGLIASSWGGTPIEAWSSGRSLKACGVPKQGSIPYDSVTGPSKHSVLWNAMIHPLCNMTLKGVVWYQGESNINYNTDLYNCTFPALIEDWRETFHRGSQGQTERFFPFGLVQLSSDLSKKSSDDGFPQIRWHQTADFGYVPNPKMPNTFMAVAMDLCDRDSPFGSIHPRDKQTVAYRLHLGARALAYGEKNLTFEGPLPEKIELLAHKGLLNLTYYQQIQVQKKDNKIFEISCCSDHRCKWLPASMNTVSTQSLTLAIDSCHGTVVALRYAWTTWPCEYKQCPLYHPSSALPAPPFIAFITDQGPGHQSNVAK
ASAP1 GAP inh = blocks human ASAP1-stimulated Arf1 GTP hydrolysis; hit rate 0.19% among 360,000; AID 624377; Q9ULH1; GDP FP detection; inhibition, % at 16.5 µM; in the data active = inhibition above about 25%;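 note: 0% = vehicle with enzyme and substrate and 100% = no enzyme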
PLC-beta3 inh = PLC-beta3 (human) inhibition, primary screen | Q01970 | Purified PLC-beta3, fluorogenic substrate, fluorescence | inhibition, % at 12.2 µM | hit rate 0.18% among 370,000; in the data active = inhibition above about 11%;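 note: 0% = median of compound wells on plate and 100% = full blocker control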
ADAM10 inh = inhibits human ADAM10. hit rate 0.62% among 370,000. recombinant ADAM10, EDANS/DABCYL FRET peptide cleavage, 3 h. inhibition, % at 7 µM;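 active = inhibition above a per-campaign cutoff equal to the mean of compounds falling between control-based bounds plus 3 SD, cut at about 20% in these data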;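 note: 0% = DMSO wells while the 100% control is not disclosed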
Target sequence (O14672 214-748 limits assumed): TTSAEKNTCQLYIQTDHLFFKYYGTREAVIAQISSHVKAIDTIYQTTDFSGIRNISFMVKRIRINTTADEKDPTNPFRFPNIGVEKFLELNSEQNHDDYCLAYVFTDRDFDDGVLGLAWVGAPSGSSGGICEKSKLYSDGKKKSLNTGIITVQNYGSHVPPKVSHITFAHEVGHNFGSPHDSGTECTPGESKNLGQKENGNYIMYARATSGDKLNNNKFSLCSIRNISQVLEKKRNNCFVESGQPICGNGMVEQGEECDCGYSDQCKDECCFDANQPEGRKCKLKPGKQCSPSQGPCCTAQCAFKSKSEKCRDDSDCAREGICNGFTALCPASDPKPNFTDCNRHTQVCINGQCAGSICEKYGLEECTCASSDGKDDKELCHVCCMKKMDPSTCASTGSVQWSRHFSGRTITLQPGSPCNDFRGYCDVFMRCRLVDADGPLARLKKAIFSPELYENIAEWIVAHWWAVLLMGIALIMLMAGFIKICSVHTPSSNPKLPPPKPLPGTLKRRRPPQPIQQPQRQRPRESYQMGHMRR
ADAM17 inh = ADAM17 inhibition, QFRET primary screen; recombinant ADAM17, EDANS/DABCYL FRET peptide cleavage; inhibition, % at 6.95 µM; hit rate 0.83% among 370,000; AID 720648;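 active = inhibition above the mean of compounds lying between control limits plus 3 SD, set per campaign, cut at about 8.5% in these data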;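 note: 0% = DMSO-only wells as the low control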
DDE Tn6 FP inh = disrupts Tn6 cyclic peptide binding to fibrin D-Dimer-E complex | P02675 | Fibrin DD(E) TRITC-Tn6 fluorescence polarization displacement | inhibition, % at 8.3 µM | hit rate 0.21% among 370,000;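 active = inhibition above a per-campaign cutoff: mean of compounds within control limits plus 3 SD, cut at about 15% in these data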;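 note: 0% = median of all compound wells on the plate and 100% = blocking peptide control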
ARFGAP1 inh = rat ARFGAP1 inhibition. Q62848. Arfgap1-stimulated ARF1 GTP hydrolysis, GDP FP detection. inhibition, % at 16.5 µM. hit rate 0.26% among 360,000;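 active = inhibition above a per-plate limit, mean inhibition of low control wells plus 3 SD, cut at about 25% in these data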;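 note: 0% = DMSO wells with enzyme and 100% = wells lacking Arfgap1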
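Repeats: one replicate per compound; assay system: rat Arfgap1 catalytic domain, aa 1-136; times: enzyme reaction 120 min at 25 °C after 20 min preincubation; detection: FP of antibody-bound GDP Alexa 633 tracer, ex 620/em 688 nm; benchmarks: high control wells lacking Arfgap1, low control full reaction with DMSO; reagent: human ARF1(Δ1-17)-GTP substrate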
PLCg1 inh = blocks human PLC-gamma1 enzyme activity. hit rate 0.84% among 370,000. P19174. purified PLC-gamma1, fluorogenic substrate, fluorescence. AID 720700. inhibition, % at 12.2 µM; in the data active = inhibition above about 9.5%
The depositor's hits bear a star; i = inactive; x = no result given. No enrichment for hits, and some 3.6% of all compounds hit somewhere here.

[1] CCCCSCCCNC(=O)C1CCC(CNS(=O)(=O)c2ccc(NC(C)=O)cc2)CC1 (configuration not stated)
[2] CN(CC(=O)Nc1ccc(F)cc1)C(=O)CSc1nncs1
[3] c1cn(CC2(Cn3ccnc3)COC2)cn1
[4] CCOc1ccc(-c2cn3ccccc3n2)cc1
[5] CCOP(=O)(OCC)c1nc(-c2cccc([N+](=O)[O-])c2)oc1N1CCCCC1
[6] Cn1nnnc1SCC(=O)N1c2ccccc2Sc2ccc(Cl)cc21
[7] O=C(NCc1ccco1)c1cc2cc3ccc(Cl)cc3nc2o1
[8] Cc1ccc(CNC(=O)O[C@H]2CC[C@@]34CCCN3C(=O)CCC[C@H]4C2)cc1
entry no.	1	2	3	4	5	6	7	8
DDE Tn7 FP inh	-3	2	8	-2	-1	2	-11	-5
TDP2 absorb	23	-10	-7	-2	12	-3	0	2
SIAE primary	2	-3	7	6	-1	-13	-11	0
ASAP1 GAP inh	-1	-4	13	-5	1	-5	-3	x
PLC-beta3 inh	-3	-7	6	-58	-9	-1	-22	3
ADAM10 inh	-1	-6	3	-376	-2	3	-102	6
ADAM17 inh	2	3	-6	-129	0	0	-28	-2
DDE Tn6 FP inh	5	0	3	-1	6	0	6	1
ARFGAP1 inh	5	6	0	0	8	-10	9	x
PLCg1 inh	1	2	-1	-31	-1	3	-16	2

Part of the list above with just DDE Tn6 FP inh and ARFGAP1 inh.
no. | compound | DDE Tn6 FP inh | ARFGAP1 inh
4 | CCOc1ccc(-c2cn3ccccc3n2)cc1 | -1 | 0
5 | CCOP(=O)(OCC)c1nc(-c2cccc([N+](=O)[O-])c2)oc1N1CCCCC1 | 6 | 8
6 | Cn1nnnc1SCC(=O)N1c2ccccc2Sc2ccc(Cl)cc21 | 0 | -10

The main list resumes; the four compounds before the break are reprinted first.
[5] CCOP(=O)(OCC)c1nc(-c2cccc([N+](=O)[O-])c2)oc1N1CCCCC1
[6] Cn1nnnc1SCC(=O)N1c2ccccc2Sc2ccc(Cl)cc21
[7] O=C(NCc1ccco1)c1cc2cc3ccc(Cl)cc3nc2o1
[8] Cc1ccc(CNC(=O)O[C@H]2CC[C@@]34CCCN3C(=O)CCC[C@H]4C2)cc1
[9] COc1ccc2c(c1)-c1ccccc1S(=O)(=O)N2C(C)=O
[10] CC(C)N(Cc1ccccc1)S(=O)(=O)N(C)C
[11] O=Cc1ccc(-n2nncc2-c2ccc([N+](=O)[O-])cc2)cc1
[12] CC1(C)CC(=O)C2=C(C1)c1c(ccc3ccccc13)NC2c1ccc(OCC(=O)O)cc1 (configuration not stated)
[13] CCOc1ccc(N(CC(=O)Nc2ccccc2C(=O)N2CCOCC2)S(=O)(=O)c2ccc(F)cc2)cc1
[14] CCOC(=O)N1CCN(C(=O)C2CCN(C(=O)c3cc(OC)cc(OC)c3)CC2)CC1
[15] Cc1c(C)n(CC(O)CN2C(=O)c3ccccc3S2(=O)=O)c2ccccc12 (configuration not stated)
[16] CC1(C)Cc2c(sc(NC(=O)C(=O)NCCCN3CCOCC3)c2C(N)=O)CO1
entry no.	5	6	7	8	9	10	11	12	13	14	15	16
DDE Tn7 FP inh	-1	2	-11	-5	0	1	5	-2	6	4	-4	-1
TDP2 absorb	12	-3	0	2	-3	-5	-2	1	11	7	7	4
SIAE primary	-1	-13	-11	0	3	1	-5	1	-2	-4	-1	3
ASAP1 GAP inh	1	-5	-3	x	-8	-1	-7	-8	-8	-140	15	0
PLC-beta3 inh	-9	-1	-22	3	-303	-1	6	i	0	-1	1	-18
ADAM10 inh	-2	3	-102	6	-371	4	9	i	2	-5	7	-71
ADAM17 inh	0	0	-28	-2	-125	-2	-1	i	2	-7	1	-17
DDE Tn6 FP inh	6	0	6	1	3	5	-2	-5	1	4	-1	5
ARFGAP1 inh	8	-10	9	x	2	5	1	-11	-3	1	-16	-7
PLCg1 inh	-1	3	-16	2	-304	0	2	i	1	0	3	-6

[17] COc1ccc(S[C@]2(C(=O)NCc3ccccc3)CC(=O)N[C@@H]2c2ccc(OC)cc2)cc1
[18] CCCCCOC(=O)CC(C(=O)OCCCCC)N1CCCCC1 (configuration not stated)
[19] Cc1cc(Nc2ccc(C)c(Cl)c2)nc(N2CCOCC2)n1
[20] COc1ccc(N/N=C(\C#N)C(N)=O)cc1
[21] CCCCNC(=O)c1cc2cc(OC)ccc2[nH]1
[22] COc1cccc(N2CCN(C(=O)c3ccc(CS(=O)Cc4ccc(C)cc4)o3)CC2)c1 (configuration not stated)
[23] NC1=NC(=O)C(=Cc2ccccc2)S1
[24] Cc1cnc(NC(=O)CN(C)S(=O)(=O)c2ccc(Cl)cc2)s1
entry no.	17	18	19	20	21	22	23	24
DDE Tn7 FP inh	5	-2	-5	2	1	-1	-2	5
TDP2 absorb	-19	4	-1	1	-12	-5	-4	-12
SIAE primary	-2	4	0	0	-3	5	1	4
ASAP1 GAP inh	x	7	7	5	-12	-3	0	7
PLC-beta3 inh	7	5	-8	0	-124	-11	2	7
ADAM10 inh	2	0	-5	0	-209	-11	-6	6
ADAM17 inh	7	0	0	1	-81	-3	4	2
DDE Tn6 FP inh	-1	6	-1	-5	-2	6	-1	0
ARFGAP1 inh	x	15	-2	15	-13	8	8	2
PLCg1 inh	4	2	-2	-2	-85	-1	6	8

[25] Cn1cc(S(=O)(=O)CC(=O)Nc2ccc3c(c2)OCO3)c2ccccc21
[26] COc1cc2c(c(OC)c1OC)-c1ccc(N(C)CC(OC)OC)c(=O)cc1[C@@H](NC(C)=O)CC2
[27] Nc1ccc(N=Nc2ccccc2)c(N)n1
[28] C/C(=N/NC(=O)CNC(=O)c1cccs1)c1ccc(Cl)cc1
[29] CC1(C(=O)NCc2ccc3c(c2)OCO3)CCN1C(=O)Cc1cccc2ccccc12 (configuration not stated)
[30] CCOC(=O)C1=C(C)NC(C)=C(C(=O)OCC)C1C(=O)OCC(=O)Nc1ccc(NC(C)=O)cc1
[31] COC(=O)c1sccc1NC(=O)/C=C\c1ccc(Cl)cc1Cl
[32] COCCn1c(N)c(NCc2ccccc2)c(=O)n(CC(=O)Nc2cc(C)ccc2C)c1=O
entry no.	25	26	27	28	29	30	31	32
DDE Tn7 FP inh	0	5	-3	0	1	-12	3	-8
TDP2 absorb	5	-6	-4	2	3	-16	-5	-7
SIAE primary	4	8	9	8	0	-7	-5	2
ASAP1 GAP inh	11	-1	22	6	-4	-10	-2	-1
PLC-beta3 inh	-1	-7	-8	-5	0	-173	0	3
ADAM10 inh	-2	5	-30	-3	-4	-178	1	-6
ADAM17 inh	-7	0	-1	-3	-3	-53	0	-3
DDE Tn6 FP inh	-8	-10	-2	-7	-4	-3	1	-1
ARFGAP1 inh	-6	1	4	-6	-6	5	6	1
PLCg1 inh	0	-5	-3	0	-3	-143	-1	3

[33] CCn1c(N2CCN(S(=O)(=O)c3ccccc3)CC2)nc2ccccc21
[34] COc1ccc(CCNC(=O)c2ccccc2OCc2ccccc2)cc1
[35] Cc1cccc(S(=O)(=O)N(C)C[C@H]2OCc3cn(nn3)CCCC(=O)N([C@@H](C)CO)C[C@@H]2C)c1
[36] COCCn1c(SCC(=O)N(C)c2c(N)n(Cc3ccccc3)c(=O)[nH]c2=O)nnc1-c1cccc(C)c1
[37] CCOCCCNC(=O)c1ccc(N(C)S(=O)(=O)c2ccc(OC)cc2)cc1
[38] CCCN(CC1CC1)S(=O)(=O)c1ccc(-n2cnnn2)c(OC)c1
[39] CC(=O)c1ccc(NC(=O)CSc2nnc3ccc(-c4ccccn4)nn23)cc1
[40] O=S1(=O)N=C2CCCN2C(c2ccc(F)cc2)N1 (configuration not stated)
entry no.	33	34	35	36	37	38	39	40
DDE Tn7 FP inh	1	2	1	1	4	-8	3	3
TDP2 absorb	0	-7	2	19	-3	-14	3	1
SIAE primary	-1	2	1	12	-6	13	2	-9
ASAP1 GAP inh	-2	-1	-4	0	-1	18	-4	-7
PLC-beta3 inh	-6	-7	2	-6	0	1	-61	2
ADAM10 inh	-1	5	4	-4	-11	0	-11	-8
ADAM17 inh	-3	0	0	-4	-6	1	-6	-3
DDE Tn6 FP inh	10	0	2	-3	0	-7	-3	-17
ARFGAP1 inh	3	-6	-1	4	6	1	7	5
PLCg1 inh	-3	2	1	0	7	6	0	0

[41] Cc1ccc(S(=O)(=O)N2CCOCC2)cc1NC(=O)CSc1ncccn1
[42] N/C(=N\NC(=O)Nc1ccccc1)c1ccccn1
[43] COc1ccccc1CN(Cc1cccnc1)S(=O)(=O)c1ccc(-n2cnnn2)c(OC)c1
[44] C=CCN(C(=O)c1csnn1)C(C(=O)NC1CCCCC1)c1ccccc1F (configuration not stated)
[45] c1ccc(-c2nn3cnnc3c3ccccc23)cc1
[46] CC(C)(C)C(=O)OCc1nc(-c2ccc(F)cc2)cs1
[47] CCOc1cc(NC(=O)CC(C)C)c(OCC)cc1NC(=O)CCn1nnc2ccccc21
[48] COc1ccccc1OCCSc1nc2ccccc2n1CC(N)=O
entry no.	41	42	43	44	45	46	47	48
DDE Tn7 FP inh	5	2	2	6	0	0	10	1
TDP2 absorb	-6	-4	14	-3	5	-14	4	18
SIAE primary	3	2	0	-7	2	-2	4	17*
ASAP1 GAP inh	-8	17	4	2	5	-6	-12	1
PLC-beta3 inh	-5	-8	-3	-3	-5	-2	1	-1
ADAM10 inh	2	-4	-2	-3	4	12	-2	0
ADAM17 inh	-3	-3	0	-3	0	-1	-4	-3
DDE Tn6 FP inh	-1	11	7	-3	0	7	4	-1
ARFGAP1 inh	-8	7	-4	-2	-8	1	16	0
PLCg1 inh	-1	1	0	-4	1	4	-2	-1

[49] CCOc1ccc2[nH]c3c(NCCOC)ncnc3c2c1
[50] O=[N+]([O-])c1ccc(CS(=O)Cc2ccccc2)cc1 (configuration not stated)
[51] CN(C)CCCNC(=O)C[C@H]1C[C@H](C(=O)N2CCCCC2)[C@@]2(C)c3[nH]c4cc(-c5ccco5)ccc4c3CCN2C1=O
[52] Cc1cc(C)c2nc(N)sc2c1
[53] Cc1ccc(-c2nonc2NC(=O)c2ccco2)cc1
[54] O=C(c1ccco1)N1CCN(C(=O)c2cc3ccccc3oc2=O)CC1
entry no.	49	50	51	52	53	54
DDE Tn7 FP inh	0	-5	6	-2	-2	-3
TDP2 absorb	-1	3	7	15	9	3
SIAE primary	10	-9	6	-1	2	-5
ASAP1 GAP inh	-2	-7	4	1	8	-2
PLC-beta3 inh	-394	3	-115	1	-8	-7
ADAM10 inh	i	-4	-217	5	-6	2
ADAM17 inh	-255	-3	-55	-5	-4	-5
DDE Tn6 FP inh	-8	-9	1	-5	4	0
ARFGAP1 inh	1	3	-7	4	-6	5
PLCg1 inh	-291	1	-81	-2	-3	0

Screening data: PubChem BioAssay, The Scripps Research Institute Molecular Screening Center
